Assay outcomes as filed in PubChem BioAssay.
IDE cell activ – activators of human insulin-degrading enzyme in cells; P14735; HEK cells, FAbeta-B cleavage, fluorescence polarization; 0% vehicle, 100% cell-free pure enzyme wells; activation, % at 5.96 µM; 0.073% of 340,000 active;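 active means activation above the mean of all tested compounds plus 3 SD, set per screening campaign, cut at about 17% in these data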
GalR3 antag – human GalR3 antagonism; O60755; HEK293 GalR3-CNG cAMP membrane potential fluorescence; galR3 body fused to GalR1 C-terminus; inhibition, % at 3 µM; 0.44% of 360,000 active; AID 651719;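 active means inhibition above the screen-wide average plus 3 SD, cut at about 13% in these data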;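 further: forskolin and galanin both at EC90 stimulate the cells; cAMP rise reported by CNG channel membrane potential dye signal; 0% = forskolin plus galanin with DMSO and 100% = forskolin alone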
Target sequence (O60755 1-299 limits assumed): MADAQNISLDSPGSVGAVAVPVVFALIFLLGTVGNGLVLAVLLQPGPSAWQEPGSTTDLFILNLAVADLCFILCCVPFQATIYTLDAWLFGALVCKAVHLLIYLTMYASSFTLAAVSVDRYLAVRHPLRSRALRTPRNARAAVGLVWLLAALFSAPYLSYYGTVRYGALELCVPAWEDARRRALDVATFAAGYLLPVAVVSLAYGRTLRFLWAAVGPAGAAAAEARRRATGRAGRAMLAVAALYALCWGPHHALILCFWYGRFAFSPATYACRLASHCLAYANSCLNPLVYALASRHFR
CRFBP-R2 block – blocks CRF-induced signaling of the CRF-BP/CRF-R2 complex; inhibition, % at 11.8 µM; HEK293 CRF-R2/CRF-BP, CRF-induced calcium fluorescence; 0.59% of 350,000 active;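 active means inhibition of the ligand-induced calcium signal above about 50% at the single tested concentration, limit read from the data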
IMP-1 inhibitor – blocks Pseudomonas aeruginosa IMP-1 metallo-beta-lactamase; purified IMP-1, nitrocefin hydrolysis, epi-absorbance fluorescence; inhibition, % at 5.6 µM; 0.45% of 290,000 active; AID 1556;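 active means inhibition above the mean plus 3 SD of all compounds in the same screening run, cut at about 4.5% in these data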;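 further: 0% = IMP-1 with DMSO and 100% = DMSO wells lacking enzyme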
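Test system: recombinant IMP-1 enzyme, purified / Medium: HEPES buffer pH 7.1 with ZnSO4 and Brij 35 / Doses: single dose, 5.6 µM / Times: 25 °C, 15 min preincubation, 25 min reaction / Detection: Epi-absorbance via hydrolysed-nitrocefin quenching of white-plate fluorescence, 480/530 nm, EDTA stop / Evaluation: percent inhibition from optical density relative to buffer-blank wells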
pCIP destab – p/CIP protein destabilization. F442A p/CIP-EGFP cells, EGFP fluorescence, 16 h. decrease of EGFP signal, % at 10 µM. 0.01% of 290,000 active;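 active means EGFP signal decrease of at least 30% at 10 µM or well 3 SD below plate mean, unless failing retest; inactive means the rest, including hits failing retest or dose response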; further: some compounds called inactive have numbers as strong as hits; many of its hits are not listed in these tables
IDE inh – inhibitors of human insulin-degrading enzyme in cells; P14735; HEK cells, FAbetaB cleavage, fluorescence polarization; inhibition, % at 5.59 µM; 0.41% of 320,000 active; AID 434962;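 active means percent inhibition above the average of all tested compounds plus 3 SD, set per screening campaign, cut at about 16% in these data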;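 further: IDE supplied by intact live HEK cells; FP after avidin binding of uncleaved biotin substrate so inhibition keeps polarization high; 0% = DMSO wells and 100% = 60 µM reference IDE inhibitor Ii1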
VIM-2 inhibitor – inhibitors of Pseudomonas aeruginosa VIM-2 metallo-beta-lactamase. purified VIM-2, nitrocefin hydrolysis, epi-absorbance fluorescence. inhibition, % at 5.6 µM. 0.89% of 290,000 active. AID 1527;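 active means inhibition above the mean of all tested compounds plus 3 SD, cutoff set per screening run, cut at about 7.5% in these data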;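 further: red hydrolysis product quenches plate fluorescence so inhibitors raise well fluorescence; 0% = enzyme with DMSO and 100% = DMSO without enzyme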
HCV NS3 hel inh – HCV NS3 helicase inhibition. NS3 helicase DNA unwinding, Cy5 molecular beacon fluorescence. inhibition, % at 10.9 µM. 0.56% of 290,000 active;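 active means inhibition above the mean of all tested compounds plus 3 SD, set per campaign, cut at about 35% in these data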;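 further: 0% = DMSO wells and 100% = thioflavine S control wells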
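Control set: DMSO versus 110 µM thioflavine S; Material: NS3 helicase fragment of HCV; Measured by: Cy5 fluorescence at 0 and 60 min, beacon hairpin quenching; Read-out basis: percent inhibition from t60/t0 fluorescence ratio; Times: reaction time 60 min, 25 °C; Repeats: single replicate; Compound dosing: single dose, 10.9 µM nominal final, DMSO 0.8% final.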
SUMO HTRF inh – SUMOylation inhibition; P63279; HTRF SUMOylation assay, SAE1/SAE2 + UBC9, in vitro; inhibition, % at 35 µM; 0.36% of 290,000 active; in the data active means inhibition above about 50%, passing the limit was not always enough; further: strong numbers were not always called active
Target sequence (P63279 whole entry, looked up): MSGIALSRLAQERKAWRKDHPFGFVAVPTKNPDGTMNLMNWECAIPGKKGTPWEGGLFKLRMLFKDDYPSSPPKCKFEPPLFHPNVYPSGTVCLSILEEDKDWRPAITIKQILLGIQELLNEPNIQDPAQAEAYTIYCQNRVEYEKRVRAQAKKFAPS
* = called active by the depositor; nt = no result given. This is a random part of the collection. Share with any hit: about 3.2%.

SMILES	IDE cell activ	GalR3 antag	CRFBP-R2 block	IMP-1 inhibitor	pCIP destab	IDE inh	VIM-2 inhibitor	HCV NS3 hel inh	SUMO HTRF inh
COc1ccc(CCNS(=O)(=O)CCNC(=O)c2ccc(OC)cc2)cc1	1	-3	11	nt	nt	-3	nt	nt	nt
CS(=O)(=O)N1N=C(c2ccco2)CC1c1ccccc1Cl (centres undefined)	4	2	2	-3.2	-12	-3	-2.2	36*	13
Cn1cccc1C1CCCN1CC(=O)Nc1c(Cl)cc(Cl)cc1Cl (centres undefined)	-2	-4	0	nt	nt	-2	nt	nt	nt
CCOC(=O)C1(Cc2ccccc2C)CCCN(C(=O)CSC)C1 (centres undefined)	2	-6	14	-2.2	nt	10	-2.9	-1	nt
O=C(CCN1CCN(c2ccccc2)CC1)c1ccc(Cl)cc1	-2	-7	-10	-2.1	-12	0	-2.5	-5	11
CC(C)(C)c1ccc(OCCn2nc(C(=O)O)c3ccccc3c2=O)cc1	2	-10	-18	-2.2	-9	-1	-2.9	-21	-22
Cc1ccc(C2C(C(=O)c3sc(-c4ccccc4)nc3C)=C(O)C(=O)N2CCN(C)C)o1 (centres undefined)	5	8	16	-2.5	nt	nt	-2.6	7	nt
Cc1cccc(NC(=O)c2c(F)c(F)c(F)c(F)c2F)c1	8	-5	9	2.3	10	0	-3.0	15	-5
O=C(CSc1nc2ccccc2s1)NCCOc1ccccc1	-1	-2	-6	0.7	-4	6	-2.3	-4	-16
Fc1ccc(-n2ncc3c(SCc4cccnc4)ncnc32)cc1	4	-5	20	-3.2	-13	5	-5.2	-10	-1
Cc1cccc(-c2noc(CNC(=O)c3ccco3)n2)c1	3	-3	12	-1.5	11	6	-3.3	4	10
COc1ccc(NC(=S)Nc2cccc(C(C)=O)c2)cc1OC	3	-2	14	-3.1	-25	5	-2.9	10	2
CC(C)(C)C(=O)NC(=S)Nc1ccccc1C(=O)NC1CCCCC1	1	-6	2	1.4	-5	7	-2.1	-4	1
COC(=O)C1=C(CS(=O)(=O)c2cc(OC)ccc2OC)NC(=O)NC1c1ccc(O)c(OC)c1 (centres undefined)	6	-7	-1	0.2	-6	-2	1.7	8	4
Cc1ccc(CN2CCSc3ccc(C(=O)NCc4ccco4)cc32)cc1	7	-2	49	-1.0	-6	2	-2.5	-11	7
O=C(CSc1n[nH]c(-c2ccccc2Br)n1)NCCN1C(=O)CSC1=O	5	-4	17	-3.5	12	0	-1.4	-5	4
COc1cc(SC)ccc1C(=O)N1CCN(c2ccccc2OC)CC1	5	0	8	-1.4	-6	4	-1.5	1	7
CC(C)CNC(=S)N1CCC(NC(=O)c2ccco2)CC1	1	-2	6	-0.7	-2	2	3.4	6	25
CCOc1cc(C#N)c(NC(=O)c2ccco2)cc1OCC	5	-3	6	-5.8	-4	4	-2.6	5	-9
O=C(NCc1ccc(Cl)cc1)c1ccc(Cn2cc(C(F)(F)F)ccc2=O)cc1	4	-4	9	-3.0	-21	4	-5.6	1	-1
COC(=O)CCCCCN1C(=O)NC(C2CC2)C(C(=O)OCc2ccccc2)=C1C (centres undefined)	-6	-6	-4	nt	nt	6	nt	nt	nt
Cc1nc(-c2ccc(F)cc2)c(CC(=O)N(C)CC(=O)Nc2ccc(F)cc2)s1	-2	-5	16	nt	nt	2	nt	nt	nt
COC(=O)CSc1nnc(CNC(=O)c2cc(OC)cc(OC)c2)n1-c1ccc(F)cc1	7	4	-4	-4.3	8	0	-1.9	5	11
Cc1cc2nc(-c3ccc(SCC(=O)N4CCOCC4)nc3)[nH]c2cc1C	-22	-7	-11	-1.0	-13	4	0.2	-3	13
COc1ccc(NC(=O)c2ccc(-c3ccccc3Cl)o2)cc1	6	-2	8	-3.1	-4	5	-3.1	-8	1

(next part)
SMILES	IDE cell activ	GalR3 antag	CRFBP-R2 block	IMP-1 inhibitor	pCIP destab	IDE inh	VIM-2 inhibitor	HCV NS3 hel inh	SUMO HTRF inh
CC1(C)CC(=O)C2=C(C1)OC(/N=C/N1CCCC1)=C(C#N)C2c1ccccc1 (centres undefined)	-1	-3	103*	-5.3	8	4	-0.1	-11	2
CSC1=N/C(=C\c2ccccc2Cl)C(=O)N1N(C)C	5	-1	-14	-2.6	2	-6	-4.1	-1	5
COc1ccc(-c2noc(CN(C)Cc3ccccc3)n2)c(OC)c1OC	8	-8	7	0.2	-18	nt	-1.6	-6	10
O=C(CSc1ccc(F)cc1)NCC1(N2CCOCC2)CCCCC1	4	4	1	nt	nt	4	nt	nt	nt
COc1ccc(OC)c(C(C)NC(=S)NC2CCCCC2)c1 (centres undefined)	4	-1	0	0.0	7	nt	-1.7	9	-1
Cc1ccc(C2CC(C(F)(F)F)n3nc(C(=O)NCc4c(C)nn(C)c4C)c(Cl)c3N2)cc1 (centres undefined)	5	-3	-8	-4.2	-25	-4	-2.0	-7	16
CCOC(=O)[C@H]1[C@H]2COc3ccc(C)cc3[C@@H]2N2C(=O)c3cc(F)c(F)cc3NC(=O)[C@@]12C	2	-8	0	nt	nt	-1	nt	nt	nt
CCCN1CCC(NC(=O)Nc2ccc(F)cc2F)CC1	-3	-2	-34	-3.8	-5	0	-1.0	1	-19
Cc1cc2c(sc3c(C)ccc(C)c32)c(C)n1	3	-2	-4	-0.8	9	5	3.3	15	-7
CSCCC(NS(=O)(=O)c1ccc(F)cc1)C(=O)NCc1ccc(S(N)(=O)=O)cc1 (centres undefined)	7	-4	-7	-1.7	2	-4	-3.0	1	17
O=S(=O)(CCC1CCCCN1)c1ccccc1 (centres undefined)	2	-11	6	-2.3	3	1	-4.5	0	8
CC(C)(C)n1ncc2c(=O)n(CC(=O)N3CCCCCC3)cnc21	-3	1	14	-1.2	5	-3	0.1	-1	12
Cc1ccccc1-n1c(=O)n(Cc2ccc(C(=O)O)cc2)c(=O)c2[nH]cnc21	-1	-3	6	-2.0	1	-2	-2.2	-2	9
O=C1COc2ccc(C(=O)COC(=O)CNS(=O)(=O)c3cccc(F)c3)cc2N1	0	-1	4	nt	nt	-5	nt	nt	nt
O=C(Nc1ccc(C(=O)O)cc1)Nc1ccc(F)cc1F	4	-3	2	-1.6	-3	-1	-1.3	-11	0
N#CNC(=Nc1ccccc1)SCc1ccc(C(=O)O)cc1	3	4	-15	-0.4	-15	1	-3.1	2	19
O=C(O)CC(CC(=O)Nc1ccc(-n2ccc(C(F)(F)F)n2)cc1)c1ccccc1 (centres undefined)	1	-3	-4	2.1	2	1	-1.7	9	32
CC(=O)CSc1nc2c(c(=O)[nH]c(=O)n2C)n1CCCc1ccccc1	1	-10	-4	-1.3	-4	0	-0.1	-6	-4
Cc1cc(/C=C2\SC(=Nc3ccccc3)NC2=O)c(C)n1-c1ccc(S(N)(=O)=O)cc1	-1	-2	12	0.9	-6	6	0.5	5	4
Cc1ccc(NS(=O)(=O)c2ccc(N/N=C/c3ccncc3)c([N+](=O)[O-])c2)c(C)c1	4	-1	-3	-2.4	-16	6	-2.1	0	11
Oc1c(CN2CCOCC2)cc(-c2ccccc2)cc1CN1CCOCC1	-3	-4	-5	3.0	4	-1	-1.9	-8	-13
Cc1ccc(S(=O)(=O)N2CCN(S(=O)(=O)c3ccc(C)cc3)C3OCCOC32)cc1 (centres undefined)	8	-4	9	-1.8	-14	7	-1.6	-4	-7
Oc1oc(-c2ccccc2)nc1C=Nc1cccc2ccccc12	3	-9	-39	-1.4	-8	0	-1.4	-2	55
CSc1ccc(S(=O)(=O)Nc2ccccc2C(=O)N2CCOCC2)cc1	-1	2	-3	-3.6	-6	1	-1.1	-1	-1
COCCN(C(=O)C1CC(=O)N(Cc2ccc(C)cc2)C1)c1c(N)n(CC(C)C)c(=O)[nH]c1=O (centres undefined)	2	-5	-3	nt	nt	-2	nt	nt	nt

Further records:
SMILES	IDE cell activ	GalR3 antag	CRFBP-R2 block	IMP-1 inhibitor	pCIP destab	IDE inh	VIM-2 inhibitor	HCV NS3 hel inh	SUMO HTRF inh
CCCCn1c2ccc(F)cc2c2nnc(SCCN3CCOCC3)nc21	-4	-12	-12	0.5	8	nt	3.1	20	-11
CN(CC(=O)Nc1cc(Cl)ccc1C#N)C1CCS(=O)(=O)C1 (centres undefined)	2	2	6	nt	nt	-2	nt	nt	nt
COc1ccc(NC(=O)C2CCC(=O)N2S(=O)(=O)c2ccc(C)cc2)cc1Cl (centres undefined)	-2	9	14	1.3	-20	-1	4.1	0	2
COC(=O)c1cc(F)c(-n2cncn2)c(F)c1	4	-5	-6	-2.1	-13	2	-3.1	1	6
O=C(Cc1ccc(F)cc1)N1CCN=C1SCc1cccc([N+](=O)[O-])c1	8	0	7	0.5	1	6	1.8	9	10
CCOC(=O)C1=C(O)C(=O)N(CCCn2ccnc2)C1c1ccc(C)cc1 (centres undefined)	4	-5	0	-2.3	-14	3	-4.7	3	7
CC(=O)N1CCSc2ccc(S(=O)(=O)Nc3ccccc3C)cc21	-1	-7	-2	-0.1	-22	3	-1.8	5	6
O=S(=O)(c1ccc(Cl)cc1)N1CCCc2ccccc21	5	-8	25	-6.5	4	8	-0.6	-5	-1
CN(C=O)CP(=O)(O)CN1CCCCC1	nt	nt	nt	-0.3	11	nt	0.4	10	-17
CC(C)(C)C(=O)CN1C(=O)NC(C)(Cc2ccc3c(c2)OCO3)C1=O (centres undefined)	5	-8	6	0.2	-9	2	-2.2	16	-20
CCCC(C)c1nc(C(N)=O)c2[nH]c(=O)n(-c3ccc(OC)cc3OC)c2n1 (centres undefined)	-1	nt	-32	-2.4	-4	0	-3.8	-4	12
N#Cc1c(Cl)c(Cl)c2nnc(-c3ccc(Br)cc3)n2c1Cl	nt	-3	nt	-1.4	7	-2	-0.9	23	7
CCOc1ccccc1CN1CCNC(=O)C1CC(=O)NCCN1CCOC1=O (centres undefined)	-4	6	-1	-3.0	4	1	0.0	-4	2
Cc1ccc(S(=O)(=O)N2CCOC2CNC(=O)C(=O)NCc2ccc(Cl)cc2)cc1 (centres undefined)	0	-1	-7	-0.4	4	7	1.3	-18	-4
C[C@]12C(=O)N(c3cccc(F)c3)C(=O)N1[C@@H]1c3ccccc3OC[C@@H]1[C@H]2c1ccccc1	0	-11	-10	0.0	-16	1	-2.0	-10	0
Cc1ccccc1CN1CCN(CCCc2ccccc2)C(CCO)C1 (centres undefined)	2	-11	-14	-1.8	-13	3	-2.6	-7	18
O=C(CCN1CCN(CCO)CC1)Nc1cccc(Br)c1	-3	-1	-11	-2.4	10	-2	0.1	-9	3
Cc1nc(-c2ccc(NC(=O)c3ccccc3C)cc2)cs1	-4	-4	-18	-1.8	-14	6	-2.2	-5	3
